# Assay outcomes (PubChem BioAssay)
# Growth percent in the NCI-60 one-dose screen (48 h, 10 µM unless noted): 100 = growth as untreated, 0 = no growth, -100 = all killed.
# MCF7: MCF7 breast cancer; AID 1794796; 82,000 tested, 6.3% active; active = growth percent below 10
# Numbers without * were called inactive; & = joins results of further samples; [ ] = another dose, or the depositor's remark. Not all compounds are listed (hit frequency here may not be typical).
SMILES,MCF7
CCCCCN1C(=O)C(CO)N=C(c2cccc(O)c2)c2ccc(Cl)cc21 (centres undefined),92[30 µM]
O=C1C(Cc2ccccc2)N=C(c2ccc(O)cc2)c2cc(Cl)ccc2N1CC1CC1 (centres undefined),87[30 µM]
CCCC[C@@H]1CCN2C[C@@H](O)[C@@H](O)[C@@H]2[C@H]1O,90&111[100 µM]

# Ordered by molecular weight (largest number first): three of the compounds above
SMILES,MCF7
O=C1C(Cc2ccccc2)N=C(c2ccc(O)cc2)c2cc(Cl)ccc2N1CC1CC1 (centres undefined),87[30 µM]
CCCCCN1C(=O)C(CO)N=C(c2cccc(O)c2)c2ccc(Cl)cc21 (centres undefined),92[30 µM]
CCCC[C@@H]1CCN2C[C@@H](O)[C@@H](O)[C@@H]2[C@H]1O,90&111[100 µM]
